Assay outcomes from PubChem.
TRPN1 ag: zebrafish TRPN1 channel agonists, primary screen, cell-based, HEK293, calcium fluorescence. transient receptor potential cation channel N1 (TRPN1/NompC), Danio rerio. HEK293 zebrafish TRPN1-YFP, Fluo-8 calcium fluorescence; 100% = response to 87 µM carbachol. activation, % at 3 µM. actives 0.18% (n = 220,000). AID 1424, 2008;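 active = activation above its plate's cutoff, the mean activation of test wells on that plate plus 3 SD, cut at about 19% in these data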;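 note: 0% = DMSO alone and 100% = 87 µM carbachol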
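Control set: carbachol 87 µM as high control, DMSO as low control; system: HEK293 stable line with zebrafish TRPN1-YFP; read-out: % activation versus carbachol response; detection: intracellular calcium fluorescence with Fluo-8; doses: single test compound dose, 3 µM nominal, 0.3% DMSO; schedule: dye 1 h 37 °C plus 30 min RT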
PPC-1+TRAIL kill: compounds killing PPC-1 cancer cells with TRAIL present, primary screen, TRAIL potentiator project, ATPLite luminescence, uHTS; PPC-1 cells + TRAIL, ATPLite viability luminescence; cell killing (% activity), % at 4 µM; actives 0.41% (n = 220,000); AID 1443, 2008;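 active = cell killing above 50% in the first pass at 4 µM, then a duplicate retest at 5 µM averaging 50% or more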;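 note: plate controls were cells with TRAIL plus DMSO for no effect and medium-only wells lacking cells for full effect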
NCF1 inh: p47phox/p22phox peptide binding inhibitors, primary screen, biochemical, uHTS, NADPH oxidase regulatory subunit | Neutrophil cytosol factor 1 (Homo sapiens), P14598 | fluorescence polarization, 2 h | inhibition, % at 24.7 µM | actives 0.53% (n = 220,000);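 active = inhibition above about 30%, limit read from the data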;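 note: 0% = p47phox with labelled peptide and 100% = labelled peptide alone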
Target sequence (P14598 whole entry, looked up): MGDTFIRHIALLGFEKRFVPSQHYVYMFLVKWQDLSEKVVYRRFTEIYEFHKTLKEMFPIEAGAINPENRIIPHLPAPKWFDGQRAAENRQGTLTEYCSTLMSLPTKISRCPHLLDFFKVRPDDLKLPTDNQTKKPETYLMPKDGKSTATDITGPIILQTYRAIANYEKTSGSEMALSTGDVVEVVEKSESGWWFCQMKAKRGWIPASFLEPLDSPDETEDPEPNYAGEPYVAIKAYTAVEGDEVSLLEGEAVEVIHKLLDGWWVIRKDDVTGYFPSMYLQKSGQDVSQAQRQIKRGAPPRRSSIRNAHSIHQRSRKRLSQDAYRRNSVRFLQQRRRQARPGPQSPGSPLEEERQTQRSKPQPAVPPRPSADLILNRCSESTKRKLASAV
Runt-SMMHC FRET: inhibitors of RUNX1 Runt–CBFb-SMMHC binding, primary screen, biochemical, FRET, Cerulean-Runt, Venus-CBFb-SMMHC, uHTS. Runt-related transcription factor 1 (Homo sapiens) + Core-binding factor subunit beta …. Cerulean-Runt/Venus-CBFb-SMMHC FRET ratio 530/480, 1 h. inhibition, % at 20 µM. actives 0.74% (n = 220,000). AID 1434, 2008;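 active = mean inhibition across duplicate retests at 20 µM reaching about 50%, limit read from the data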;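 note: 0% = DMSO wells and 100% = wells with excess untagged CBFb-SMMHC; inhibitors lower the FRET ratio by blocking Runt binding to CBFb-SMMHC; some results filed as inactive read as strong as hits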
TRPML3 agonist: human TRPML3 channel agonists, primary screen, cell-based, HEK293 TRPML3-YFP, Fluo-8 calcium fluorescence, 3 µM; 100% = the carbachol control signal; activation, % at 3 µM; actives 0.29% (n = 220,000);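 active = activation above its plate's cutoff, the mean activation of the plate's test wells plus 3 SD, cut at about 12% in these data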;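 note: 0% = DMSO only wells and 100% = carbachol wells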
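system = HEK293 cells stably carrying human TRPML3-YFP | doses = one concentration, 3 µM nominal, 0.3% DMSO | timing = dye loading 1 h 37 °C then 30 min ambient, 125 s read | detection = Fluo-8 calcium dye fluorescence, ex 470-495, em 515-575 nm | benchmarks = high control carbachol 87 µM, low control DMSO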
CHOP inhibitor: inhibitors of CHOP promoter induction, primary screen, cell-based, unfolded protein response, luciferase reporter; CHO-K1 CHOP-promoter luciferase, tunicamycin-induced, 15-18 h; inhibition, % at 10 µM; actives 3.8% (n = 220,000); AID 2732, 2010;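 active = compounds that reduced the stress-induced luciferase reporter signal by more than about 70% of percent inhibition, limit read from the data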;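 note: 0% = tunicamycin plus vehicle and 100% = wells without tunicamycin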
EBV gp42 inh: Epstein-Barr virus gp42 inhibitors, primary screen, biochemical, uHTS, fluorescence polarization; Fluorescence polarization binding assay, mP read-out; inhibition, % (tested at 21.74 µM); actives 0.42% (n = 220,000); AID 1085, 2008; in the data active = inhibition above about 50%
Target sequence (Q1HVG2 whole entry, looked up): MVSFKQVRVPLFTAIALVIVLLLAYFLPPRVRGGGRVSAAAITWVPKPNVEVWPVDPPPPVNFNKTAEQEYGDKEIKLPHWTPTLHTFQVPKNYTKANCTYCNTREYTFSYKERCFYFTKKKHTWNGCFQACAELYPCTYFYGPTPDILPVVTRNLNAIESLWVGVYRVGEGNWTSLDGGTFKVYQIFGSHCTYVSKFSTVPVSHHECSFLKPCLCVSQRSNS
Mdm2 ligase inh: MDM2-luciferase reporter signal enhancers, primary screen, MDM2 E3 ligase inhibitor project, cell-based, luminescence, 1536-well. E3 ubiquitin-protein ligase Mdm2 (Homo sapiens), Q00987. cell-based MDM2 ubiquitination luciferase reporter, 2 h; 0 = plate control, 100 = twice control, blank-subtracted. signal enhancement, % at 5 µM. actives 0.11% (n = 210,000);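 active = signal enhancement of 30% or more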;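 note: luminescence tracks abundance of the self-degrading MDM2-luciferase fusion protein; higher signal means inhibition of MDM2 E3 ligase activity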
Target sequence (Q00987 whole entry, looked up, the tested form may be a part): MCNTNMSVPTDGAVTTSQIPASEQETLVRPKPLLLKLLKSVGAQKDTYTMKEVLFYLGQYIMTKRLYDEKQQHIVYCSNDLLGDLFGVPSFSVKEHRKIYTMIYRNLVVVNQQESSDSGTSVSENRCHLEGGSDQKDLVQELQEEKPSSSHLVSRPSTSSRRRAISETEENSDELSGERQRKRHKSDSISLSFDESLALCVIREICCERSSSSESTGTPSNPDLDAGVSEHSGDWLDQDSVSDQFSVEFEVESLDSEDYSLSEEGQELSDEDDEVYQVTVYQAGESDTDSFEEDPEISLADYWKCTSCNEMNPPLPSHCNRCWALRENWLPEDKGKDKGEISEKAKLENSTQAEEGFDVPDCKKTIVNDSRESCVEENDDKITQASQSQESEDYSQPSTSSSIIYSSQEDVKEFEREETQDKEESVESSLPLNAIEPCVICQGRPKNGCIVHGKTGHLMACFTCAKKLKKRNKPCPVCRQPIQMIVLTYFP
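Test system: stable mammalian line carrying autodegrading MDM2–luciferase fusion reporter; quantity: 2000 cells in each well; times: 4 h cell settling then 2 h compound exposure, 37 °C; detection: luminescence with SteadyLite reagent, 15 min at room temperature; evaluation: percent signal gain over controls, blank-subtracted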
TNF death inh: inhibitors of TNF-alpha triggered necroptosis, primary screen, cell-based, Jurkat FADD-/-, single concentration; Jurkat FADD-/- TNF necroptosis rescue, ATP luminescence, 24 h; 0 = TNF only, 100 = no-TNF cells; activation (protection from cell death), % at 10 µM; actives 0.068% (n = 220,000); AID 463075, 2010;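 active = activation, meaning protection from cell death, of at least 50% relative to plate controls; inactive = activation below 50%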;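 note: necroptosis triggered by 40 ng/mL TNF-alpha added together with compound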
An asterisk follows results filed as active; nt = not tested or not shown.

SMILES	TRPN1 ag	PPC-1+TRAIL kill	NCF1 inh	Runt-SMMHC FRET	TRPML3 agonist	CHOP inhibitor	EBV gp42 inh	Mdm2 ligase inh	TNF death inh
N#CC1(c2ccccc2)CCC(=NO)CC1 (centres undefined)	0.2	5.8	-4.4	0.1	0.7	-25.7	7.0	-8.3	1.5
O=[N+]([O-])c1cc(Br)cc(C=Nc2ccc3c(c2)OCO3)c1O	1.2	9.8	3.1	2.4	1.2	20.1	-5.9	-6.3	-6.0
O=C(CN(CC1CCCO1)C(=O)CCC(=O)Nc1nccs1)NCc1ccc2c(c1)OCO2 (centres undefined)	-0.9	3.4	-0.1	4.4	-0.3	6.9	-3.6	-12.4	-1.5
CN(c1ccc(C(=O)Nc2ccc3c(c2)OCO3)cc1)S(C)(=O)=O	8.6	29.6	-8.5	1.5	3.6	-22.3	-14.9	nt	-0.7
CCOC(=O)CC(=O)NC(CC(=O)OC)c1ccc(Br)cc1 (centres undefined)	-0.6	-3.4	-10.4	-0.6	0.8	0.9	-13.8	-7.2	-0.1
CCN(C(=O)Cn1c(=O)n(-c2cc(OC)c(OC)c(OC)c2)c(=O)c2ccccc21)c1cccc(C)c1	0.7	nt	6.0	0.1	0.7	3.7	3.3	-2.4	0.8
Cc1cc(=O)[nH]c(N2CCc3ccccc3C2)n1	-0.3	19.0	-4.2	2.1	-0.6	5.8	-25.4	-11.3	0.2
Nc1ncnc2nc(SCC(=O)N3CCN(c4ccccc4)CC3)[nH]c12	0.1	13.7	-20.8	-2.0	0.5	-13.0	-4.3	9.1	-1.7
N=C1C(c2ccccc2)=C(O)CN1c1cccc(S(=O)(=O)Nc2cccc(C(F)(F)F)c2)c1	1.6	-9.1	-11.8	0.7	0.0	-0.5	-2.5	nt	2.5
CC(=O)c1ccc(N2CCN(CC(O)COCc3ccco3)CC2)cc1 (centres undefined)	0.9	5.5	-2.9	-2.8	0.6	9.3	-3.8	0.7	-0.2
CCc1nnc(NC(=O)CSc2nnc(Cc3ccccc3)n2Cc2ccccc2)s1	0.8	2.5	-15.8	0.4	-0.8	28.6	-7.4	-6.7	-2.5
COc1ccc(OC)c(NC(=O)c2cccc(C)c2[N+](=O)[O-])c1	-1.4	nt	-8.4	nt	-0.7	4.3	-15.8	-7.9	-0.4
COc1ccccc1N(CC(=O)NCc1ccccc1)S(C)(=O)=O	0.5	12.9	-6.8	-0.3	-0.8	11.0	-17.9	-14.8	-0.5
Cc1c(Cl)cccc1N=c1c([N+](=O)[O-])nn(-c2ccccc2)n1O	1.4	5.4	1.8	-3.3	0.9	29.2	1.2	-10.7	0.5
COc1ccccc1OC(=O)c1ccc(S(=O)(=O)N(C)C)cc1	-0.2	-6.5	0.6	-1.4	1.2	16.8	-12.7	16.1	0.4
COc1ccc(NC(=O)c2cc(-c3ccc(C)o3)nc3ccccc23)cc1OC	0.3	-0.2	-6.7	26.8	0.4	-0.5	-4.4	nt	-11.8
CC(=O)NC(=S)Nc1ccc(S(=O)(=O)Nc2ncccn2)cc1	1.3	-3.8	-1.9	0.9	0.4	3.7	-4.2	-4.2	-0.7
CCOc1ccc(OCC)c(NC(=O)Cn2cccc2)c1	-1.2	4.8	-11.9	-0.7	-2.1	18.4	-16.8	-25.0	-0.3
CCN(CC)C(=O)C1=C(C)Nc2ncnn2C1c1cccnc1 (centres undefined)	0.6	6.4	25.4	2.1	0.8	2.7	-2.6	-8.5	0.1
COc1ccccc1N(C(=O)c1ccco1)C(C(=O)NC1CCCC1)c1cccnc1 (centres undefined)	0.8	2.3	-5.4	0.1	-0.6	-2.8	7.5	-12.7	-0.3
CC(=O)N(C1=C(O)c2ccccc2C(=O)C1=O)C1CCCCC1	-0.2	nt	-11.7	0.6	0.5	5.8	1.5	-4.7	-2.9
CC1CCCN(C(=O)CSCC(=O)N=c2sc3ccccc3n2C)C1 (centres undefined)	2.2	0.9	-10.1	0.7	0.5	25.9	-9.1	-8.0	0.2
COC(=O)Cc1c(O)ccn(CCc2ccc(OC)c(OC)c2)c1=O	0.5	-12.0	2.1	-5.2	1.1	9.7	-6.9	-2.3	-0.2
Cc1nc(NC(=O)COC(=O)CCC(=O)c2cccs2)c(Cl)cc1Cl	1.3	2.9	-15.5	-3.2	0.7	-5.9	-2.2	-1.1	0.5
CN(C)c1ccc(/C=N/NC(=O)c2ccccc2)cc1	-0.9	20.9	8.5	-3.1	0.7	-2.0	-4.8	-23.6	-5.8
CCCC(=O)c1ccc(N2CCN(S(=O)(=O)c3ccc(C)cc3)CC2)c(F)c1	0.9	10.0	-3.6	-6.3	0.0	37.6	-13.3	2.0	1.2
Cc1ccc(C(=O)NCc2ccccn2)c(Cl)c1	-0.8	16.4	4.7	-0.1	0.5	-12.6	4.7	-0.9	-1.0
Cc1cccc(-n2cc(CN(C)Cc3nccn3C)c(-c3cccc(F)c3)n2)c1	-0.2	34.7	-19.1	2.8	-0.2	34.9	-19.7	-6.5	4.0
O=C(COC(=O)Cn1cnc2ccccc2c1=O)NCC12CC3CC(CC(C3)C1)C2	-0.1	19.0	-3.9	1.6	0.4	-3.2	-10.2	8.1	-0.6
CSc1nnc(C)c(=O)n1COC(=O)/C=C/c1ccccc1	3.7	12.2	-13.7	-0.8	2.0	-0.4	-14.4	-9.5	-0.6
CCc1ccc2[nH]c(=O)c(CN(CCN3CCCC3)C(=O)NC3CCCCC3)cc2c1	1.0	7.4	-21.1	-1.0	-0.1	24.9	-20.2	-5.8	-1.0
CC(C)c1ccc(NC(=S)NNC(=O)c2cccnc2)cc1	0.1	9.7	3.3	4.1	0.5	-13.3	-2.8	0.2	-0.7
CCc1nc2ccccc2c(C(=O)OCC(=O)NCc2ccco2)c1C	0.0	11.6	6.9	-0.5	-0.2	10.1	15.9	-4.7	10.5
CC(C)C[C@H](NC(=O)OC(C)(C)C)C(=O)N/N=C/C1=Cc2ccccc2OC1C (some centres undefined)	-1.2	-1.3	-13.9	-1.5	0.3	103.5*	-15.1	15.3	0.8
Cc1nn(C(C)(C)C)c(OC(=O)c2ccc3c(c2)OCO3)c1Sc1ccccc1	-1.1	13.4	-12.1	-3.9	0.7	44.1	-11.8	nt	-2.7
O=C(O)C1CC=CCC1C(=O)Nc1cccc([N+](=O)[O-])c1 (centres undefined)	-0.3	3.6	-6.8	-1.7	1.1	13.6	-13.3	-6.6	0.7
O=C(CN1CCOc2ccccc21)NCc1cccs1	-0.8	11.2	-4.3	1.5	-0.7	36.9	-14.6	-8.0	-0.6
O=C(O)C1CCCCC1C(=O)Nc1cc(Cl)ccc1Cl (centres undefined)	0.0	6.2	-6.0	-3.1	0.3	-13.4	-20.2	-13.9	-3.3
CC(OC(=O)C(NC(=O)c1ccco1)C(C)C)C(=O)Nc1ncc(Cl)cc1Cl (centres undefined)	-0.2	23.3	-9.2	-1.5	-0.2	17.6	-17.0	3.1	-0.3
CN(C)S(=O)(=O)c1ccc(C(=O)Nc2nnc(Cc3ccccc3)s2)cc1	0.5	-0.1	-2.1	2.3	0.5	25.7	-1.6	5.6	2.1

Part of the list above, as comma-separated lines.
SMILES,TRPN1 ag,PPC-1+TRAIL kill,NCF1 inh,Runt-SMMHC FRET,TRPML3 agonist,CHOP inhibitor,EBV gp42 inh,Mdm2 ligase inh,TNF death inh
COC(=O)Cc1c(O)ccn(CCc2ccc(OC)c(OC)c2)c1=O,0.5,-12.0,2.1,-5.2,1.1,9.7,-6.9,-2.3,-0.2
O=C(O)C1CC=CCC1C(=O)Nc1cccc([N+](=O)[O-])c1 (centres undefined),-0.3,3.6,-6.8,-1.7,1.1,13.6,-13.3,-6.6,0.7
Cc1ccc(C(=O)NCc2ccccn2)c(Cl)c1,-0.8,16.4,4.7,-0.1,0.5,-12.6,4.7,-0.9,-1.0

(next part)
SMILES	TRPN1 ag	PPC-1+TRAIL kill	NCF1 inh	Runt-SMMHC FRET	TRPML3 agonist	CHOP inhibitor	EBV gp42 inh	Mdm2 ligase inh	TNF death inh
O=C(Nc1ccc2c(c1)CCC2)c1ccc(F)c(S(=O)(=O)N2CCOCC2)c1	2.1	5.9	-8.3	-0.4	1.5	40.5	-13.5	-10.1	3.6
CCOc1ccc(NC(=O)c2ccc(CNc3c(NC4CCCCC4)c(=O)c3=O)cc2)cc1	1.9	10.6	12.5	-2.4	0.2	10.8	-10.3	-10.8	-0.2
Cn1c(=O)c2c(ncn2CC(=O)N2CCN(C(=O)c3ccco3)CC2)n(C)c1=O	1.8	13.0	-6.3	-2.0	1.1	16.8	-2.1	-9.2	-0.9
CC(C)(C)c1ccc(C(=O)/C(C#N)=C/c2cccs2)cc1	0.1	30.0	-90.9	4.0	0.4	0.1	-9.2	-18.0	0.2
Cc1ccc(S(=O)(=O)N/N=C/c2cccc3nccnc23)cc1	-1.1	3.8	7.2	-7.9	0.2	11.0	-13.7	-28.7	-12.6
CCCn1cnc2c(cnn2-c2ccc(F)cc2)c1=O	2.5	-2.6	-7.1	1.9	1.1	-14.2	-22.1	6.7	0.0
CSc1nsc(SC)c1C(=O)O	-0.4	-6.4	-3.7	0.0	0.8	4.3	-17.1	-7.6	0.8
CCOc1cc(S(=O)(=O)NCc2ccncc2)c(C)cc1C	4.4	0.1	-4.7	0.7	4.8	26.2	-14.9	-19.3	-2.3
CC1=CC(=C(C#N)C#N)C=C(C)N1CCC(C)C	1.1	-5.0	-7.0	-0.3	0.7	-8.5	20.5	-14.7	0.3
CO/N=C/C(C(C)=O)C(=O)Nc1ccc(Cl)cc1Cl (centres undefined)	-0.1	34.2	1.8	1.9	0.4	-4.0	12.8	-17.8	-0.1
COc1ccc(-c2ncccc2OC(=O)C23CC4CC(CC(C4)C2)C3)cc1OC	-0.9	1.3	-29.8	3.4	0.0	27.5	2.4	-7.5	2.2
COc1cccc(NC(=O)c2ccc(NC(=O)C(C)(C)C)cc2)c1	7.9	16.0	-5.2	3.8	2.9	-37.3	-9.4	-9.0	3.0
CCN(CC)C(=O)C1CCCN(C(=O)Nc2ccc3nsnc3c2)C1 (centres undefined)	0.1	25.0	-3.8	-6.2	0.3	3.8	14.6	-5.1	2.1
